# Tb PFK block = T. brucei PFK enzyme inhibition. O15648. T. brucei PFK, ADP-Glo luminescence. 330,000 tested, 0.17% active. Potency, µM (series often up to 57.5 µM), without a hit: top-dose activity, negative = inhibition, hits mostly inhibitors;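 further: potency means the concentration at half of the fitted maximal effect; 0% = uninhibited 1x PFK enzyme wells and -100% = no-enzyme wells; nearly all actives have a fitted effect of over 60% in size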
# Target sequence (O15648 whole entry, looked up): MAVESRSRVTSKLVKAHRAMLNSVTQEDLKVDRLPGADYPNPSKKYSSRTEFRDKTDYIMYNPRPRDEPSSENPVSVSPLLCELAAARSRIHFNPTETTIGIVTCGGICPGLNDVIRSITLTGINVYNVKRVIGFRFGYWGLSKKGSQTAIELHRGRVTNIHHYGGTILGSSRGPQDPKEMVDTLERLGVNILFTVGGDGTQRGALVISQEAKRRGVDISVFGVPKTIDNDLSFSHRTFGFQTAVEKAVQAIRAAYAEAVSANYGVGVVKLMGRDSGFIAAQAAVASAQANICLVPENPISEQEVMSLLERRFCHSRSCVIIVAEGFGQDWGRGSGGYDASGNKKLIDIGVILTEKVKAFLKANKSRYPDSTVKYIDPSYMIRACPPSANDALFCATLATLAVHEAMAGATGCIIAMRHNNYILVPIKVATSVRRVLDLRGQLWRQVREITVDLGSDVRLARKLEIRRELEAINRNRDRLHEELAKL
#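 Luminescent ADP detection (ADP-Glo, two-step: ATP depletion then ADP-to-ATP conversion for luciferase) reported PFK activity after 45 min room-temperature reaction of 1.25 nM enzyme with 0.5 mM F6P and 0.1 mM ATP at pH 8.0.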
# USP2a inh = blocks human ubiquitin-specific protease USP2a | O75604 | USP2 core, Ub-CHOP2 coupled fluorogenic reporter, 485/531 | Potency, µM (highest dose often 38.3 µM), without a hit: top-dose activity change, negative = inhibition, actives largely listed as inhibitors | 330,000 tested, 0.01% active | AID 463254;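 further: potency means the concentration at half of the fitted maximal effect; plate controls were DMSO wells for no effect and full inhibition by NEM control for full effect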
# Target sequence (O75604 whole entry, looked up): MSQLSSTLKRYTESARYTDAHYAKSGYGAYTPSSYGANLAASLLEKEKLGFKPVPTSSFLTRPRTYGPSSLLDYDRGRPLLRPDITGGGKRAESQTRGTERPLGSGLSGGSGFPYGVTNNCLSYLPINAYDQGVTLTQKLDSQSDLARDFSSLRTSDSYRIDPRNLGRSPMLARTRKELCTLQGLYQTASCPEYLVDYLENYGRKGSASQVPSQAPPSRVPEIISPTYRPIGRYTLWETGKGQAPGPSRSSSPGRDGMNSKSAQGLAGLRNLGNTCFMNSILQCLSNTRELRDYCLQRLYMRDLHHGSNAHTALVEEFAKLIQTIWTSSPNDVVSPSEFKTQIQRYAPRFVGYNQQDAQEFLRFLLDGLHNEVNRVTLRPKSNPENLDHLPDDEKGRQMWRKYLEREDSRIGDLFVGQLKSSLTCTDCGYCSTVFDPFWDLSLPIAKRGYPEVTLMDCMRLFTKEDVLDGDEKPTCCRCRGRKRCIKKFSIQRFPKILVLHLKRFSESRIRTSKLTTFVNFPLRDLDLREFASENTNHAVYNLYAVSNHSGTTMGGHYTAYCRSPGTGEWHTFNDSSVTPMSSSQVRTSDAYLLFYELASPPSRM
#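 Deubiquitinase activity read as fluorescence (485/531 nm) after Ub-CHOP2 cleavage activates the enterokinase reporter on its substrate; USP2 core 10nM, Ub-CHOP2 and substrate 25nM each, 30min compound preincubation then 60min RT; data normalized to NEM, curves fitted.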
# B2AR arrestin = agonists driving beta-arrestin recruitment to human beta2-adrenergic receptor. P07550. beta-arrestin recruitment to beta2AR, cell-based reporter. Potency, µM (highest dose often 46.1 µM), for the others: top-dose activation, actives largely listed as activators. 330,000 tested, 0.02% active. AID 492947;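 further: potency means the concentration at half of the fitted maximal effect; 0% = DMSO controls and full agonism = EC100 isoproterenol or metaproterenol; nearly all actives have a fitted effect of over 65% in size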
# TSHR antag = blocks TSH signaling through the human TSH receptor | 330,000 tested, 0.2% active | TSHR-expressing cells, TSH-stimulated cAMP HTRF, 2 h; stronger effect = lower value | activity change, negative = inhibition, % at 11.5 µM | P16473;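 active means activity change below a set negative limit, meaning inhibition stronger than a set level, cut at about -70% in these data; inconclusive means activity change between two set negative limits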; further: on the % scale 0 is the no-effect control and ±100 the full control effect
#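 TSHR-expressing cells, 200/well, pre-treated with compound, then stimulated with EC80 TSH (4nM final) for 2 hours at 37 deg C. cAMP measured by competitive HTRF: anti-cAMP cryptate antibody in lysis buffer plus cAMP-d2, read after 30 minutes at room temperature.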
# PTAP TSG101 blk = blocks PTAP/TSG101 interaction to inhibit HIV-1 budding; Fluorescence polarization, FITC-PTAP peptide / Tsg101 binding; Q99816; Potency, µM (titrated, usually from 115 µM), without a hit: at the highest dose activity change, negative = inhibition, usual class: inhibitors; 340,000 tested, under 10 active; active means well fitted inhibition curve with a large enough effect in the main read-out, with a control signal flat, not every such curve was filed as active; inconclusive means small, poorly fitted or top-dose-only effect, or effect the other way, or a change in a side signal; inactive means no such curve, though single readings can be large or run the other way; further: potency means the concentration at half of the fitted maximal effect; % of control where 0% means no effect
#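 Fluorescence anisotropy tracks displacement of a FITC-tagged PTAP peptide (50 nM) from the Tsg101 binding domain (10 uM), following a 20 min room-temperature incubation at pH 7.5.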
# ELG1 DNA repair = inhibitors of ELG1-dependent DNA repair in HEK293T cells; HEK293T ELG1-luciferase reporter, luminescence, 16 h; DNA damage induced by 5-fluorouridine; Potency, µM (series often up to 46.1 µM), without a hit: at the highest dose activity change, negative = inhibition, hits mostly inhibitors; 330,000 tested, 2.3% active; AID 504467; further: potency means the concentration at half of the fitted maximal effect; on the % scale 0 is the no-effect control and ±100 the full control effect; nearly all actives have a fitted effect of over 55% in size
#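 Luminescence from the luciferase reporter, measured 30 min after ONE-Glo reagent at room temperature, was the read-out. Beforehand, 2,000 cells per well were exposed for 16 hr at 37 °C to 5-fluorouridine together with compound or vehicle.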
# uPA surface inh = inhibitors of cell surface uPA generation. Potency, µM (highest dose often 38.3 µM), for inactives: top-dose activity change, negative = inhibition, usual class: inhibitors. 330,000 tested, 0.31% active. AID 540303. cell surface uPA generation assay, qHTS; active means well fitted inhibition curve with a large enough effect; inconclusive means small, poorly fitted or top-dose-only effect; inactive means no such curve, though single readings can be large or run the other way; tested in mouse RAW 264.7 cells; further: potency means the concentration at half of the fitted maximal effect; on the % scale 0 is the no-effect control and ±100 the full control effect; nearly all actives have a fitted effect of over 55% in size
# TCR act = T cell receptor activation; primary human leukocytes, anti-CD3, IL-2 HTRF, 48 h; Potency, µM (top dose mostly 9.22 µM), for the others: top-dose activation of IL-2 secretion, actives largely listed as activators; 330,000 tested, under 10 active; AID 504894; further: % of control where 0% means no effect
#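 TCR engagement came from a-CD3 beads alone, with compounds added to primary human leukocytes for 48 hr. Secreted IL-2 bridged europium cryptate- and d2-labelled anti-IL-2 antibodies, giving FRET emission at 665nm after 320nm excitation.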
# Mito fusion yeast = inhibitors of mitochondrial division or activators of mitochondrial fusion; S. cerevisiae fusion-defective mutant growth rescue, CellTiterGlo 48 h; AID 485298; 320,000 tested, 0.23% active; Potency, µM (series often up to 46.1 µM), without a hit: top-dose growth rescue (activation), actives largely listed as activators;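 further: potency means the concentration at half of the fitted maximal effect; % of control where 0% means no effect; nearly all actives have a fitted effect of over 45% in size; temperature-sensitive fusion mutants such as fzo1-1 at 37 °C on non-fermentable ethanol glycerol medium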
#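 Yeast fusion mutant, YPEG (non-fermentable carbon), compound, 48 h at 37C non-permissive; CellTiterGlo added, 10 min RT, luminescence read. Rescued growth = division inhibition.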
# Eya2 inh = blocks the phosphatase activity of human Eya2. O00167. recombinant Eya2, OMFP fluorescence dephosphorylation (OMFP is methylfluorescein phosphate). Potency, µM (titrated, usually from 76.9 µM), without a hit: at the highest dose activity, negative = inhibition, hits mostly inhibitors. 330,000 tested, 0.006% active; further: potency means the concentration at half of the fitted maximal effect; on the % scale 0 is the no-effect control and ±100 the full control effect
#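 Eya2 protein (added as 0.2 uM solution) was preincubated with compound for 10 min at ambient temperature in 50 mM HEPES pH 7.5, 50 mM NaCl, 5 uM MgCl2, 0.05% BSA, 1 mM DTT. OMFP (added at 50 uM) then reacted 10 min; fluorescence read at 485/525 nm.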
# BCR signal inh = blocks chronic active B-cell receptor signaling; ABC-DLBCL IkBa-CBG/CBR reporter, luminescence ratio, 4 h; Potency, µM (titrated, usually from 46.1 µM), for inactives: top-dose ratio change, negative = lower green/red ratio, most hits filed as inhibitors; 340,000 tested, 0.05% active; AID 493014; active means well fitted inhibition curve with a large enough effect in the signal ratio, with a control signal flat, not every such curve was filed as active; inconclusive means small, poorly fitted or top-dose-only effect, or effect the other way, or a change in a side signal; the % refers to the signal ratio;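 further: potency means the concentration at half of the fitted maximal effect; plate controls were basal doxycycline-induced cells for no effect and cells given 10 µM MG132 for full effect; MG132 reads +100%, hits lower the ratio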
#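 Concentration-response series (up to 46 uM) were applied to TMD8 dual-reporter cells for 4 h at 37C with doxycycline. Green/red ratio, after filter-overlap correction, defined %Activity; red signal alone was normalised to basal cells and zero luminescence.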
# The depositor's hits bear a star; ? = inconclusive; · = not tested or not shown; [ ] = remark or other dose. Unless noted, the call rests on the fitted dose curve; in most records, active means well fitted curve in the direction sought with a large enough effect; inconclusive means small, poorly fitted or top-dose-only effect, or another doubt; inactive means no such curve, though single readings can be large; an effect the other way counts as inactive or inconclusive.
SMILES,Tb PFK block,USP2a inh,B2AR arrestin,TSHR antag,PTAP TSG101 blk,ELG1 DNA repair,uPA surface inh,TCR act,Mito fusion yeast,Eya2 inh,BCR signal inh
COc1ccc(C)cc1Nc1n[n+](-c2ccccc2)c(-c2ccc(SC)cc2)s1,-2%,0%,-0.4%,19,-5%,?,?,11%,1%,4%,?
COc1ccc(OC)c(-n2c(CN3CCC(C(N)=O)CC3)nc3ccccc3c2=O)c1,3%,1%,-0.7%,-3,-2%,3%,·,-1%,2%,-4%,0%
CCOC(=O)C1=C(C)N=C2SC(C)C(=O)N2C1c1cccc(F)c1 (configuration not stated),4%,-1%,0.4%,1,0%,-3%,5%,-3%,-2%,-2%,?
CC(C)(C)OC(=O)C[C@H]1C/C=C\C[C@H](CC(=O)NCCO)C(=O)NCCOC1=O,0%,-2%,-1.9%,11,-2%,27%,12%,0%,·,-4%,-1%
COc1cccc(N(CC(=O)NC2CCCC2)C(=O)Cn2nnc(-c3ccc(C)o3)n2)c1,2%,-1%,-0.1%,-2,1%,9%,-1%,-30%,-1%,-1%,3%
Cc1cccc(C)c1NC(=O)COn1nnc2ccc(C(F)(F)F)cc21,-24%,2%,-0.7%,7,-7%,-7%,7%,7%[46.1 µM],5%,1%,0%
O=C(c1noc2c1CCCC2)N1CCN(Cc2ccccc2)CC1,-9%,1%,-0.8%,0,-3%,20%,·,1%,1%,8%,-16%
COC(=O)c1ccc(CN2CCC(n3nccc3NC(=O)C3CCCC3)CC2)cc1,1%,1%,0.4%,21,·,0%,-16%,-11%,0%,-1%,1%
CCNc1c(NS(=O)(=O)c2ccc(C3CCCCC3)cc2)c(=O)oc2ccccc12,-15%,-2%,-1.5%,40,-2%,-19%,3%,0%,-27%,6%,-16%
COc1ccc(CCN2CC(C(=O)NCc3nc(C)c(C)s3)CCC2=O)cc1 (configuration not stated),-1%,0%,-1.1%,4,·,-1%,9%,6%,0%,3%,-1%
O=C(NCc1ccccn1)NC1CCCCC1,7%,-4%,-2.0%,4,0%,15%,3%,0%[46.1 µM],0%,6%,1%
CC1(C(=O)NNC(=O)c2cccc([N+](=O)[O-])c2)CC1(Br)Br (configuration not stated),3%,2%,-0.1%,-1,-3%,13%,12%,-1%,1%,6%,-12%
COc1ccccc1Nc1ncccc1[N+](=O)[O-],1%,-1%,-0.4%,-4,-11%,13%,-5%,-3%,-3%,-9%,?
Cn1ccnc1C(=O)C1CCCN(Cc2cn[nH]c2-c2ccc(-c3ccccc3)cc2)C1 (configuration not stated),5%,0%,-0.9%,-6,-3%,-11%,4%,·,5%,1%,0%
O=C(C[n+]1cccc(CNC(=O)c2ccc(OC(F)F)cc2)c1)Nc1ccc(SC(F)F)cc1,12%,-14%,0.1%,2,-1%,4%,-2%,0%[46.1 µM],-13%,-11%,8%
COC(=O)c1sc2ccccc2c1NC(=O)c1ccc(S(=O)(=O)N2CCCC(C)C2)cc1 (configuration not stated),0%,3%,-0.9%,4,0%,-6%,3%,-3%[46.1 µM],0%,-1%,7%
COc1ccc([C@@H]2[C@@H]3C(=O)N(C(C)(C)C)C(=O)[C@@H]3[C@]3(Cc4ccccc4)C(=O)N(c4cccc(Br)c4)C(=O)N23)cc1,-7%,2%,-0.1%,-6,-10%,23%,10%,3%,3%,-24%,0%
COc1cc(-c2nc(S(=O)(=O)c3ccc(C)cc3)c(N(C)C)o2)cc(OC)c1OC,28%,0%,0.1%,-5,-1%,?,0%,4%,-3%,15%,-2%
COc1cc(C(=O)NC(C)C2CC3CCC2C3)ccc1OC(F)F (configuration not stated),-4%,1%,-0.1%,2,-8%,?,3%,0%,-3%,-5%,?
CCOc1ccc(NC(=O)c2cccc3c2C(=O)N(CC2CCCO2)C3)cc1 (configuration not stated),0%,3%,-0.6%,-10,-2%,21%,-2%,7%,11%,8%,?

# Pulled by structure from the entries so far, 4 records:
SMILES,Tb PFK block,USP2a inh,B2AR arrestin,TSHR antag,PTAP TSG101 blk,ELG1 DNA repair,uPA surface inh,TCR act,Mito fusion yeast,Eya2 inh,BCR signal inh
CC1(C(=O)NNC(=O)c2cccc([N+](=O)[O-])c2)CC1(Br)Br (configuration not stated),3%,2%,-0.1%,-1,-3%,13%,12%,-1%,1%,6%,-12%
COc1ccc([C@@H]2[C@@H]3C(=O)N(C(C)(C)C)C(=O)[C@@H]3[C@]3(Cc4ccccc4)C(=O)N(c4cccc(Br)c4)C(=O)N23)cc1,-7%,2%,-0.1%,-6,-10%,23%,10%,3%,3%,-24%,0%
COc1cc(-c2nc(S(=O)(=O)c3ccc(C)cc3)c(N(C)C)o2)cc(OC)c1OC,28%,0%,0.1%,-5,-1%,?,0%,4%,-3%,15%,-2%
O=C(NCc1ccccn1)NC1CCCCC1,7%,-4%,-2.0%,4,0%,15%,3%,0%[46.1 µM],0%,6%,1%

# Additional structures
SMILES,Tb PFK block,USP2a inh,B2AR arrestin,TSHR antag,PTAP TSG101 blk,ELG1 DNA repair,uPA surface inh,TCR act,Mito fusion yeast,Eya2 inh,BCR signal inh
CC1=C(C#N)C(NC(=O)c2cccc(Cl)c2)(C(F)(F)F)C(=O)N1 (configuration not stated),-15%,1%,-1.2%,15,-3%,15%,9%,-1%[46.1 µM],4%,0%,4%
CSc1ccc(S(=O)(=O)N2CCC(C(=O)NCCc3ccccc3)CC2)cc1,3%,2%,-0.5%,-8,0%,0%,-7%,-1%,2%,-2%,?
COc1ccccc1Nc1nc(Cl)nc(Nc2ccccc2OC)n1,2%,4%,0.5%,-26,-1%,8%,2%,7%,5%,-9%,?
Cc1onc(-c2c(Cl)cccc2Cl)c1C(=O)OCC(=O)c1ccccc1,2%,3%,-0.5%,-7,1%,1%,-28%,-1%,14%,-11%,6%
O=C(c1ccccc1)N1CCN(C2CCCCC2)CC1,-1%,1%,0.0%,15,-2%,-4%,3%,-4%[46.1 µM],-5%,2%,?
N#Cc1sc2nc3c(cc2c1N)CCCC3,-2%,2%,-0.1%,28,-4%,?,3%,-4%,25%,-5%,3%
COc1ccc(CN(Cc2ccc(OC)cc2)C(=O)c2cccs2)cc1,0%,0%,0.0%,22,0%,0%,-1%,3%,8%,8%,4%
O=C(N/N=C/c1cc(Br)ccc1O)C(=O)Nc1ccccc1OC(F)(F)C(F)F,-1%,-1%,-0.4%,-10,-3%,-12%,·,-1%,7%,-9%,-11%
CCCCn1c(N)c(N(CCOC)C(=O)c2ccc(COc3ccccc3)o2)c(=O)[nH]c1=O,0%,0%,-0.5%,-2,-2%,0%,-7%,1%,2%,-14%,-2%
O=C(O/N=C1/CCCc2occc21)c1ccc(Cl)cc1Cl,0%,0%,0.2%,-1,0%,-4%,2%,-1%,?,10%,1%
CC1CN(C(=O)c2ccc(COCC(F)(F)F)o2)CC(C)O1 (configuration not stated),-2%,0%,0.0%,7,-6%,8%,16%,1%,-9%,28%,6%
COc1cccc(NC(=O)NC2CCCCC2C)c1 (configuration not stated),-6%,0%,-0.2%,6,-3%,11%,-6%,5%,1%,3%,?
COc1ccc(NC(=O)N/C=C/c2ccco2)cc1,-22%,2%,0.1%,17,-2%,22%,2%,-1%,6%,20%,?
O=C(CSc1nnc(CNc2ccc(F)cc2)n1Cc1ccco1)NC1CC1,-8%,-2%,-0.1%,-4,-8%,1%,-2%,12%,3%,2%,-6%
Cc1ccccc1C(=O)N1CCC(n2nccc2NC(=O)CCOc2ccccc2)CC1,1%,0%,0.0%,12,-5%,6%,-10%,1%,1%,2%,-10%
CCOC(=O)c1c(C)[nH]c(C(=O)OCC(=O)N2CC(C)OC(C)C2)c1C (configuration not stated),0%,-1%,-0.1%,17,-2%,1%,3%,1%,-3%,-4%,5%
COc1cccc(NC(=S)NNC(=O)Cn2nc([N+](=O)[O-])cc2C)c1,3%,0%,0.0%,-1,-9%,9%,-8%,-1%,5%,4%,?

# Compound activity (PubChem)
